Screening data deposited in PubChem by several laboratories.
P. falciparum M1AAP – malaria alanyl aminopeptidase activity blockers – biochemical, fluorogenic H-Leu-NHMec substrate, 1536-well (AID 1445); recombinant M1AAP, H-Leu-NHMec fluorogenic kinetic assay; higher % means a stronger effect; inhibition, % at 30 µM; hits with a dose series show IC50 in µM; 220,000 compounds, 0.42% hits;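 active means primary inhibition above the hit cutoff, then over 50% inhibition at one or more dose response concentrations, cut at about 23% in these data, passing the limit was not always enough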;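 further: plate controls were DMSO full reaction for no effect and no enzyme background for full effect; strong numbers were not always called active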
human PMI inhibitors – human PMI inhibitors, high substrate, primary screen, biochemical, fluorescence intensity, high mannose 6-phosphate (AID 1220); 190,000 compounds, 0.66% hits; recombinant PMI enzyme, coupled fluorescence intensity; higher % means a stronger effect; one-dose inhibition, % at 20 µM; IC50 in µM for titrated hits
human PMI inhibition – MPI enzyme activity inhibition – biochemical, fluorescence intensity, coupled assay, primary screen (AID 1209) | purified PMI enzyme, coupled fluorescence intensity; higher % means a stronger effect | inhibition, % at 20 µM; hits with a dose series show IC50 in µM | 190,000 compounds, 0.42% hits;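 further: plate controls were DMSO vehicle for no effect and wells lacking substrate for full effect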
Siah-1 displacement – Siah-1 peptide-binding antagonists, primary screen, biochemical, fluorescence polarization, rhodamine-plectin, uHTS (AID 1817) | Siah-1 / rhodamine-plectin peptide fluorescence polarization; higher % means a stronger effect | displacement, % at 20 µM, or IC50 in µM where a hit was titrated | 290,000 compounds, 0.02% hits;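 active means displacement of at least 50% at 20 µM, with a fluorescence ratio check between 0.3 and a set limit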;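 further: plate controls were Siah plus tracer with DMSO for no effect and tracer alone without Siah for full effect; strong numbers were not always called active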
UTI89 phage lysis – protection from phage-mediated lysis, alamar blue read-out – E. coli UTI89, K1F phage, bacterial capsule biogenesis inhibitors (AID 488966); 340,000 compounds, 0.02% hits; one-dose inhibition, % at 100 µM; IC50 in µM for titrated hits; E. coli UTI89 K1F phage lysis, alamar blue, 2 h; higher % means a stronger effect;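 active means phage lysis inhibition, versus mean bacterial control, above a set limit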;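 further: capsule biogenesis inhibitors block K1F phage lysis so surviving cells raise fluorescence; higher fluorescence means more inhibition of phage lysis; actives were called in the ten point dose series up to 300 µM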
XIAP displacement – XIAP antagonists, biochemical, IAP family, fluorescence polarization (AID 1018); one-dose displacement, % at 20 µM; IC50 in µM for titrated hits; 200,000 compounds, 0.007% hits; XIAP BIR domain, fluorescence polarization peptide displacement; higher % means a stronger effect; in the data active means displacement above about 50%; further: a part of the inactive calls stands beside numbers as strong as those of hits
TNAP activators – human TNAP enzyme activators, primary screen, biochemical, luminescent, no phosphate acceptor, uHTS (AID 1001) | purified TNAP, luminescent activation assay, no phosphate acceptor; higher activation fold means a stronger effect | activation fold at 20 µM, or EC50 in µM where a hit was titrated | 200,000 compounds, 0.03% hits; in the data active means activation fold from about 3, or a potency from the dose series; inactive means the rest, 99 in 100 with activation fold below about 1.6; further: many of its hits are not listed in these tables
Lipid droplet – modulators of hepatic lipid droplet formation; AML12 mouse hepatocytes, oleate lipid droplets, BODIPY imaging; inhibition, % at 6.5 µM; 240,000 compounds, 0.4% hits; AID 1656;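 active means lipid droplet intensity inhibited by at least 50%, with more than 500 cells counted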
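Material – AML12 mouse liver cells · Also added – oleate loading, 100 µM · Compound dosing – 6.5 µM single-point dosing · Times – overnight treatment with compound plus oleate · Measured by – fluorescence imaging, 20x objective, two fields per well · Read-out – percent inhibition of filter-corrected integrated lipid droplet intensity per well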
P. falciparum M17LAP – P. falciparum M17LAP inhibitors, primary screen, biochemical, fluorogenic H-Leu-NHMec substrate, 1536-well (AID 1619) | recombinant M17LAP, H-Leu-NHMec fluorogenic kinetic assay; higher % means a stronger effect | inhibition, % at 30 µM; hits with a dose series show IC50 in µM | 220,000 compounds, 0.38% hits;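 active means compound inhibiting the enzyme by more than half at any dose during confirmatory dose-response retesting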;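 further: plate controls were full reaction with DMSO carrier for no effect and no enzyme background for full effect; strong numbers were not always called active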
Lipid droplet cells 6.5 µM – recorded beside Lipid droplet, whose call it bears; cell count; measured here: cell count, cytotoxicity flag;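 cells counted across two imaged fields per well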
Active calls of the source: *; . = no result given; [ ] = another dose, or the depositor's remark. Unless noted, no stated cut-off is given here; in the data, active means inhibition above about 50%; inactive means the rest.

1: O=C(/C=C/c1ccc(-c2ccccc2[N+](=O)[O-])o1)c1ccco1
2: COc1cccc(C2C(C#N)=C(N)OC3=C2C(=O)CC(c2ccco2)C3)c1OCc1ccc(F)cc1 (stereo not given)
3: O=C(CCNS(=O)(=O)c1ccc(Br)s1)NC1CCCC1
4: COc1ccc(C)cc1NC(=O)CN(c1ccccc1)S(C)(=O)=O
5: CCC(CO)Nc1ncc([N+](=O)[O-])cc1C#N (stereo not given)
6: Nc1ccc(S(=O)(=O)Nc2nc(-c3ccccc3)cc(-c3ccccc3)n2)cc1
7: CC(=O)C1=C(N2CCCCC2)CCC1=O
8: CN(C)/C=N/c1nc2nccc(-c3cccnc3)n2n1
Compound,1,2,3,4,5,6,7,8
P. falciparum M1AAP,1.9%,10.9%,-0.1%,14.3%,15.3%,12.6%,4.1%,22.5%
human PMI inhibitors,51.7%*,20.6%,-9.1%,-0.8%,-4.5%,.,-4.3%,5.0%
human PMI inhibition,6.5%,19.8%,-5.8%,4.6%,0.5%,.,7.6%,-4.9%
Siah-1 displacement,4.4%,-0.5%,2.2%,3.1%,-5.6%,8.7%,-4.0%,-2.2%
UTI89 phage lysis,-0.2%,2.4%,0.0%,-0.3%,2.1%[50 µM],0.1%,0.0%,-2.0%
XIAP displacement,-7.5%,-3.2%,-0.4%,-17.1%,-8.9%,.,1.2%,-9.7%
TNAP activators,0.9,1.1,1.1,1.1,1,.,1.1,1
Lipid droplet,-5.9,.,.,.,7.6,-1.2,-9.1,.
Lipid droplet cells 6.5 µM,661,.,.,.,619,659,672,.
P. falciparum M17LAP,-2.5%,36.3%,-0.6%,-10.7%,26.6%,8.5%,0.3%,-91.5%

Random excerpt: 3 records from the list
7: CC(=O)C1=C(N2CCCCC2)CCC1=O
4: COc1ccc(C)cc1NC(=O)CN(c1ccccc1)S(C)(=O)=O
3: O=C(CCNS(=O)(=O)c1ccc(Br)s1)NC1CCCC1
Compound,7,4,3
P. falciparum M1AAP,4.1%,14.3%,-0.1%
human PMI inhibitors,-4.3%,-0.8%,-9.1%
human PMI inhibition,7.6%,4.6%,-5.8%
Siah-1 displacement,-4.0%,3.1%,2.2%
UTI89 phage lysis,0.0%,-0.3%,0.0%
XIAP displacement,1.2%,-17.1%,-0.4%
TNAP activators,1.1,1.1,1.1
Lipid droplet,-9.1,.,.
Lipid droplet cells 6.5 µM,672,.,.
P. falciparum M17LAP,0.3%,-10.7%,-0.6%

Continued.
9: CC1=C(C)CC(C(=O)NCc2ccc3c(c2)OCO3)C(C(=O)O)C1 (stereo not given)
10: Cc1ccc(CN2CCN(C(=O)C3CCCO3)CC2)cc1 (stereo not given)
11: CC(Oc1ccccc1)C(=O)Nc1nnc(C2CCCCC2)s1 (stereo not given)
12: O=C(Nc1ccc(F)cc1)c1nc[nH]c1C(=O)Nc1ccc([N+](=O)[O-])cc1
13: CCCN1CCN(CCCNC(=O)c2cc3c(=O)[nH]c4ccc(C)cc4c3s2)CC1
14: O=c1[nH]cnc2c1ncn2Cc1ccc([N+](=O)[O-])cc1
15: O=C(Nc1cccnc1)c1cc2nc(C3CC3)cc(C(F)(F)F)n2n1
16: Cn1c(C(=O)NCc2cccs2)cc2oc3ccccc3c21
Compound,9,10,11,12,13,14,15,16
P. falciparum M1AAP,-0.9%,-1.6%,.,2.2%,8.6%,2.5%,0.1%,1.4%
human PMI inhibitors,5.4%,-4.2%,5.1%,-10.4%,.,.,4.2%,19.0%
human PMI inhibition,4.5%,2.5%,3.8%,-22.8%,.,.,9.5%,22.2%
Siah-1 displacement,-1.1%,-0.7%,0.3%,12.0%,0.9%,-0.3%,-5.5%,-1.7%
UTI89 phage lysis,-0.2%,1.1%,0.2%,1.1%,0.5%[50 µM],0.4%,0.1%,-0.1%
XIAP displacement,-4.4%,-4.4%,-2.2%,-6.8%,.,.,-2.0%,-8.7%
TNAP activators,1.1,1,1.1,1.5,.,.,1.1,1.1
Lipid droplet,-18.8,1.5,18.3,3.1,10.2,-5.9,-0.5,5.9
Lipid droplet cells 6.5 µM,769,714,736,659,709,718,703,708
P. falciparum M17LAP,45.8%,-12.9%,.,-8.4%,-28.4%,3.5%,4.2%,10.4%

17: Cc1cc(C)cc(NC(=O)CSc2nnc(CNC(=O)c3cccs3)o2)c1
18: COc1ccc(N2CCN(C(CNC(=O)C(=O)NCc3cccnc3)c3ccco3)CC2)cc1 (stereo not given)
19: OCCNC(=S)NCc1ccccc1
20: CC1CC(C)CN(S(=O)(=O)c2ccc(C(=O)Nc3sccc3C(N)=O)cc2)C1 (stereo not given)
21: COc1ccc(CN(C2CCCC2)S(=O)(=O)c2ccc(-n3cnnn3)cc2)cc1
22: Cc1ccc(C)c2sc(NC(=O)CN3C(=O)CCC3=O)nc12
23: CN(C(=O)C1CCN(S(=O)(=O)c2cccs2)CC1)c1ccccc1
24: C[C@H]1C[C@H]2[C@@H]3CCC4=CC(=O)C=C[C@]4(C)[C@@]3(Cl)[C@@H](O)C[C@]2(C)[C@@]1(O)C(=O)CO
Compound,17,18,19,20,21,22,23,24
P. falciparum M1AAP,0.9%,-7.7%,9.1%,7.6%,0.1%,-1.3%,-0.7%,-4.9%
human PMI inhibitors,-8.9%,5.1%,.,1.6%,7.4%,.,-13.3%,-9.4%
human PMI inhibition,-3.2%,-4.9%,.,7.5%,12.2%,.,-11.3%,-8.1%
Siah-1 displacement,1.2%,7.1%,-3.5%,0.5%,1.0%,-9.3%,-1.9%,-0.6%
UTI89 phage lysis,4.1%,-0.3%[50 µM],.,-0.4%,0.5%,0.3%[50 µM],0.2%,4.6%
XIAP displacement,-4.8%,-2.2%,.,-10.6%,-3.9%,.,-7.7%,-3.4%
TNAP activators,1.1,1.1,.,0.9,1.1,.,1.1,1.1
Lipid droplet,-12.0,4.8,11.2,-3.9,19.8,1.2,0.7,-5.3
Lipid droplet cells 6.5 µM,738,719,679,689,767,727,620,676
P. falciparum M17LAP,5.1%,-1.8%,5.5%,-10.3%,-1.0%,5.3%,-0.7%,6.0%

25: Cc1csc2ncnc(N3CCN(C(=O)Nc4ccc(OC(F)(F)F)cc4)CC3)c12
26: CCN(CC)CCn1c(NCc2nc3ccccc3n2Cc2ccccc2)nc2ccccc21
27: CN1CCN(S(=O)(=O)c2ccc(-c3ccccc3)cc2)CC1
28: CCn1nnc(NC(=O)c2ccc([N+](=O)[O-])o2)n1
29: CCOC(=O)/C(=N\Nc1ccc(C(C)=O)cc1)c1csc(Nc2ccccc2)n1
30: COC(=O)N1CC(C)N(C(=O)OC)CC1C (stereo not given)
31: O=C(Nn1cnnc1)c1cc2cc(Br)ccc2oc1=O
32: O=C/C(=C\Nc1ccc(S(=O)(=O)CCO)cc1)c1nc2cc(Cl)ccc2o1
Compound,25,26,27,28,29,30,31,32
P. falciparum M1AAP,-1.3%,4.0%,-7.2%,2.8%,10.0%,-2.3%,8.0%,12.8%
human PMI inhibitors,.,-5.6%,3.4%,4.2%,5.2%,8.5%,3.3%,-5.3%
human PMI inhibition,.,-0.4%,6.2%,-4.0%,6.1%,9.2%,10.3%,-22.7%
Siah-1 displacement,-1.5%,-1.5%,-1.3%,-6.1%,-3.1%,9.8%,0.5%,-0.3%
UTI89 phage lysis,0.2%,0.6%,1.1%,-2.1%,1.0%,0.8%,4.4%,-1.5%
XIAP displacement,.,-1.2%,-4.3%,-0.2%,-0.5%,-0.6%,2.5%,-2.3%
TNAP activators,.,2,1,1.2,1,1.1,1.1,1.8
Lipid droplet,1.4,-8.0,-1.2,1.2,40.8,.,-4.9,14.2
Lipid droplet cells 6.5 µM,722,775,743,646,693,.,741,653
P. falciparum M17LAP,2.9%,1.1%,6.0%,15.0%,17.2%,1.2%,5.9%,2.5%

33: NC(=S)Nc1ccc(Oc2ccc(NC(N)=S)cc2)cc1
34: COC1CCN(Cc2cn(Cc3ccccc3)nc2-c2cc3ccccc3o2)CC1
35: CC(NC(=O)c1cccnc1)C(c1cccs1)N1CCOCC1 (stereo not given)
36: CCCn1c(-c2ccccc2)cc(SC)c(C#N)c1=O
37: Cc1c(CCOC(=O)c2cc([N+](=O)[O-])cc([N+](=O)[O-])c2)sc[n+]1CC(=O)c1ccccc1
38: Cn1ncc(Cl)c1C(=O)NCc1ccc(Cl)cc1
39: Cc1cc(=O)n2[nH]c(-c3ccc(Cl)cc3)cc2n1
40: NC(=O)[C@H]1CC2(CC(c3cccc(NC(=O)CC(c4ccccc4)c4ccccc4)c3)=NO2)CN1C(=O)c1ccccc1C(=O)c1ccccc1 (stereo not given in full)
41: O=C(Cn1c(/C=C/c2ccccc2)nc2ccccc21)Nc1ccc(F)cc1
42: Cc1ccc(NC2(C#N)C(=O)Nc3ccccc32)cc1 (stereo not given)
Compound,33,34,35,36,37,38,39,40,41,42
P. falciparum M1AAP,6.4%,-0.3%,1.9%,-3.0%,-1.4%,1.0%,9.2%,7.2%,-5.4%,3.0%
human PMI inhibitors,-5.6%,-3.2%,-0.3%,-9.0%,11.2%,-5.9%,22.7%,.,-5.9%,-8.5%
human PMI inhibition,-3.8%,4.4%,1.2%,-8.2%,3.3%,10.3%,20.7%,.,5.9%,1.1%
Siah-1 displacement,-2.3%,-2.4%,-2.2%,8.3%,6.0%,-5.0%,-2.5%,-0.2%,13.3%,-3.4%
UTI89 phage lysis,13.6%,0.4%,0.0%,0.4%,-0.5%,1.5%[50 µM],0.6%,1.3%,0.4%[50 µM],-1.9%
XIAP displacement,-2.6%,-8.2%,-1.2%,-6.5%,-9.3%,2.7%,-8.7%,.,-0.7%,-2.9%
TNAP activators,0.9,1,1.1,1.1,0.5,1.2,0.9,.,1,1
Lipid droplet,.,-11.8,0.7,9.2,-4.6,-14.4,1.1,-4.1,-54.0,0.8
Lipid droplet cells 6.5 µM,.,703,753,712,659,688,578,669,577,701
P. falciparum M17LAP,-10.0%,2.3%,-2.4%,-11.3%,-6.8%,7.9%,8.1%,3.9%,-12.9%,-4.8%

An excerpt from above, limited to Lipid droplet and TNAP activators.
no. | molecule | Lipid droplet | TNAP activators
38 | Cn1ncc(Cl)c1C(=O)NCc1ccc(Cl)cc1 | -14.4 | 1.2
39 | Cc1cc(=O)n2[nH]c(-c3ccc(Cl)cc3)cc2n1 | 1.1 | 0.9
40 | NC(=O)[C@H]1CC2(CC(c3cccc(NC(=O)CC(c4ccccc4)c4ccccc4)c3)=NO2)CN1C(=O)c1ccccc1C(=O)c1ccccc1 (stereo not given in full) | -4.1 | .
41 | O=C(Cn1c(/C=C/c2ccccc2)nc2ccccc21)Nc1ccc(F)cc1 | -54.0 | 1
42 | Cc1ccc(NC2(C#N)C(=O)Nc3ccccc32)cc1 (stereo not given) | 0.8 | 1
